TDP1 cell noCPT: qHTS for Inhibitors of human tyrosyl-DNA phosphodiesterase 1 (TDP1): qHTS in cells in absence of CPT; 420,000 compounds, 15% hits; DT40 Tdp1-/- hTDP1 cells, no CPT, ATP luminescence, 48 h; AID 686978, 2013; Potency, µM (doses to about 46.2 µM), without a hit: top-dose activity change, negative = growth inhibition, hits mostly inhibitors; note: nearly all actives have a fitted effect of over 55% in size
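No-CPT arm: Tdp1-/-;hTDP1 DT40 cells (400/well) plus compounds, incubated ≥48 hr at 37 °C. Readout CellTiter-Glo luminescence.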
TDP1 block: qHTS Assay for Inhibitors of Tyrosyl-DNA Phosphodiesterase (TDP1) | Tyrosyl-DNA phosphodiesterase 1 (Homo sapiens), Q9NUW8 | recombinant TDP1, AlphaScreen DNA substrate cleavage | Potency, µM (top dose mostly 130 µM), inactives show top-dose activity change, negative = inhibition, usual class: inhibitors | 350,000 compounds, 0.28% hits; note: nearly all actives have a fitted effect of over 40% in size
Target sequence (Q9NUW8 whole entry, looked up): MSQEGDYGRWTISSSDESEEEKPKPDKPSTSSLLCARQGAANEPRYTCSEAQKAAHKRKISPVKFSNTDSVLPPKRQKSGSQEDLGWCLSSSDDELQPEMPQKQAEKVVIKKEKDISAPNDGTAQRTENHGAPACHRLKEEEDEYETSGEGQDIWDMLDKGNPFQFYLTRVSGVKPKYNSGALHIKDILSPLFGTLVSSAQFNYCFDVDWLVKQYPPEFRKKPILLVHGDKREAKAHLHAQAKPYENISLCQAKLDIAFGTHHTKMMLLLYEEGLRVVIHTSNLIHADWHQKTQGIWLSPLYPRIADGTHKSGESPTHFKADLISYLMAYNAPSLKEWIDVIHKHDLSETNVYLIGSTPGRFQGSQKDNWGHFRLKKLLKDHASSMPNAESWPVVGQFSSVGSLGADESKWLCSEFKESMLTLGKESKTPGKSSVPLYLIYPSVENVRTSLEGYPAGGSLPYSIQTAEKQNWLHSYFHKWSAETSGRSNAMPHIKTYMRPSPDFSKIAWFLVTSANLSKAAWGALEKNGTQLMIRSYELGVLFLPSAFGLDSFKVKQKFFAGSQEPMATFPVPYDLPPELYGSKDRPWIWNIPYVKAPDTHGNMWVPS
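Here, a 5' biotin and 3' phosphotyrosine-FITC DNA oligonucleotide reports Tdp1 activity: intact substrate bridges AlphaScreen beads, while cleavage leaves a 3' phosphate and drops signal. All incubations at room temperature.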
DT40 TDP1 CPT: qHTS for Inhibitors of human tyrosyl-DNA phosphodiesterase 1 (TDP1): qHTS in cells in presence of CPT; chicken DT40 Tdp1-/-;hTDP1 cells + 20 nM CPT, ATP luminescence, 48 h; Potency, µM (doses to about 46.2 µM), for the others: at the top dose activity change, negative = growth inhibition, most hits filed as inhibitors; 420,000 compounds, 12% hits; AID 686979, 2013; note: nearly all actives have a fitted effect of over 55% in size
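Chicken DT40 Tdp1-/- cells stably complemented with human TDP1 were seeded at 400 cells/well in medium containing 20 nM camptothecin, exposed to pin-transferred compounds, and grown at 37 °C for at least 48 hr. Viability was read as ATP luminescence.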
Numbers without * were called inactive; ? = inconclusive; . = not tested or not shown; & = joins results of further samples; [ ] = dose if it differs, or a comment. Calls come from the whole dose curve; as a rule, active = well fitted curve in the direction sought with a large enough effect; inconclusive = small, poorly fitted or top-dose-only effect, or another doubt; inactive = no such curve, though single readings can be large; an effect the other way counts as inactive or inconclusive. % is set by controls: 0 for no effect and ±100 for the full control effect; potency is the fitted concentration of half-maximal effect.

structure	TDP1 cell noCPT	TDP1 block	DT40 TDP1 CPT
Clc1ccccc1CSc1nnc(/C=C/c2ccccc2)o1	-16.7%	.	-17.5%
Cc1cc(C(=O)Nc2sc3c(c2C#N)CCC(C)C3)cs1 (centres undefined)	-10.6%	0.0%	?
CCN(CC)c1ccc(C=Nc2cccc(S(=O)(=O)N3CCOCC3)c2)c(O)c1	-1.8%	0.1%	9.4%
CNC(=S)N=Nc1c(O)[nH]c2ccc(C(C)C)cc12	18.4µM*	2.7%	?
O=C(Cn1ncc(Cl)c(Cl)c1=O)Nc1ccc2c(c1)OCO2	3.26µM*	-6.7%	7.31µM*
CN1C(=S)SC(C)(C)C1NO (centres undefined)	-21.3%	0.0%	-12.5%
O=C(CCS(=O)(=O)c1ccccc1)N1CCN(c2ccccc2)CC1	-28.6%	3.2%	-28.4%
O=S(=O)(c1ccc(=S)[nH]c1)N1CCOCC1	-12.0%	0.5%	?
CCC(=O)N1CCN(c2ccc(NC(=O)c3cccs3)cc2)CC1	-16.6%	1.0%	6.1%
CNC(=S)NCCCc1ccccc1	3.1%	6.2%	3.8%
CCCCCCN1C[C@H](O)[C@@H](n2cc(COC(=O)c3ccccc3)nn2)C[C@@H]1c1ccc(Cl)cc1	?	.	?
CC1CCC2(CC1)NC(=O)N(NC(=O)c1ccc(OC(C)C)cc1)C2=O (centres undefined)	?	.	?
CC1C(c2ccccc2)N(C)C(c2ccccc2)CC1(O)c1ccc(F)cc1 (centres undefined)	?	1.2%	?
Cc1ccc(CCNC(=O)Cn2ncc3c([nH]c4ccccc43)c2=O)cc1	8.4%&-0.4%	-0.4%&0.0%	0.9%&10.1%
COc1cc(=O)[nH]c(SCC(=O)Nc2nc3c(s2)CCCC3)n1	?	1.3%	23.1µM*
COC(=O)CNc1nc(-c2cccnc2)nc2ccccc12	-5.9%	4.2%	-27.2%
CCOc1ccccc1NC(=O)CN1c2cccc3cccc(c23)S1(=O)=O	-10.5%	-2.8%	-26.6%
CCN1CCN(CC(=O)Nc2cc(C)on2)CC1	-1.7%	-4.8%	-15.5%
O=C(NCc1nnc2n1CCN(Cc1cc3c(cc1Cl)OCO3)CC2)C1CCOC1 (centres undefined)	-3.6%	.	7.4%
COc1ccc(CCNC(=O)/C=C/c2cc(OC)c(OC)c(OC)c2)cc1OC	?	2.6%	-27.6%
O=C1CC(Nc2cc(=O)[nH]c(=O)[nH]2)C(=O)N1c1ccccc1Cl (centres undefined)	21.5%	0.0%	2.3%
O=C(CSCc1ccc(Cl)cc1Cl)Nc1ccccc1C(=O)Nc1ccc(C(=O)O)cc1	-6.0%	-2.5%	0.6%
CCCCOc1ccc(C(=O)Nn2cnnc2)cc1	9.4%	0.5%	-0.2%
C/C(Cl)=C/Cn1c(SC(C)C)nc2c1c(=O)[nH]c(=O)n2C	16.4µM*	-2.1%	?
CCOc1ccccc1N1CCN(C(=O)c2ccccc2)CC1	-21.0%	7.7%	-12.4%
COc1ccc(NC(=O)C2CCCC2)cn1	-1.7%	-2.3%	12.7%
CS(=O)(=O)N(CC(=O)N1CCOCC1)c1ccc2c(c1)OCO2	-7.3%	2.3%	2.3%
CCC(=O)c1cn([C@@H](CCC(OC)OC)CC(=O)OC(C)(C)C)cc1CC	-26.6%	.	-19.7%
Cc1cc(C)n(CC(O)Cn2cnc3c2c(=O)n(C)c(=O)n3C)n1 (centres undefined)	?	-1.0%[56.1 µM]	-11.6%
c1ccc(COCC2CCNCC2)cc1	-9.0%	.	-10.5%
Cc1cc(NC(=O)Cn2cnc3sccc3c2=O)no1	-5.5%	0.7%	4.7%
CCCN(CCC)S(=O)(=O)c1ccc(C(=O)Nc2cccnc2)cc1	-21.7%	.	-0.9%
COCCCNCCCOc1ccc(C(C)(C)c2ccccc2)cc1	18.4µM*	0.0%	?
O=[N+]([O-])c1cc(-c2nc3nc4ccccc4nc3n2CCc2ccccc2)cc([N+](=O)[O-])c1	?	0.6%	18.9%
NC(=O)Cn1nc([N+](=O)[O-])nc1Oc1ccccc1C(=O)N1CCOCC1	-13.7%	2.6%	0.4%
COc1ccc(CCNC(=O)CS(=O)(=O)Cc2nc(-c3ccccc3Cl)oc2C)cc1OC	-4.7%	.	3.0%
COc1ccc(Oc2coc3c(CN(C)C)c(O)ccc3c2=O)cc1	-5.9%	4.5%	-15.9%
CCOC(=O)N1CCN(C(=O)c2c(-c3ccccc3)noc2C)CC1	-7.3%	1.0%	-21.5%
COCCNC(=O)C(=O)NNS(=O)(=O)c1ccc(Cl)cc1	-8.6%	2.5%	-0.2%
CCC(=O)Nc1ccc(C(=O)NNC(=O)c2cc([N+](=O)[O-])cc([N+](=O)[O-])c2)cc1	-10.2%	6.0%	2.2%

Full records as entered above. Order of values: TDP1 cell noCPT, TDP1 block, DT40 TDP1 CPT
Profile of `COc1ccc(Oc2coc3c(CN(C)C)c(O)ccc3c2=O)cc1` : -5.9%, 4.5%, -15.9%
Profile of `CCCN(CCC)S(=O)(=O)c1ccc(C(=O)Nc2cccnc2)cc1` : -21.7%, ., -0.9%
Profile of `COCCNC(=O)C(=O)NNS(=O)(=O)c1ccc(Cl)cc1` : -8.6%, 2.5%, -0.2%
Profile of `O=[N+]([O-])c1cc(-c2nc3nc4ccccc4nc3n2CCc2ccccc2)cc([N+](=O)[O-])c1` : ?, 0.6%, 18.9%
Profile of `CCOC(=O)N1CCN(C(=O)c2c(-c3ccccc3)noc2C)CC1` : -7.3%, 1.0%, -21.5%

Remaining list, next part.
Each structure is followed by: TDP1 cell noCPT | TDP1 block | DT40 TDP1 CPT
COc1cccc(N/C(SCc2ccccc2C)=C(/C#N)C(=O)NCc2cccs2)c1
    ? | 0.0% | ?
COc1ccc(N2CCN(C(=O)CCn3c(=O)[nH]c4cc(OC)c(OC)cc4c3=O)CC2)cc1
    -10.2% | 0.0% | -1.2%
Cc1c[n+](CC(=O)c2ccccc2)cs1
    -16.8% | . | -9.7%
O=C(CSc1n[nH]c(-c2ccccn2)n1)Nc1ccccc1
    ? | 3.5% | 23.1µM*
COc1ccccc1NC(=S)N1CCN(c2ccc(F)cc2)CC1
    ? | . | -1.3%
COCCn1c(=S)[nH]c2cc(C(=O)N3CCN(c4ccccc4OC)CC3)ccc2c1=O
    ? | 1.0% | ?
C/C(=C/C#N)Nc1ccc(C)cc1
    -19.5% | 0.0% | -22.9%
Cc1cc(C(=O)N(C)CC(=O)Nc2ccc(F)c(F)c2F)no1
    2.9% | -2.8% | 9.6%
CN(CC(=O)Nc1c(Cl)cccc1Cl)C(=O)C1CC(=O)N(Cc2ccccc2)C1 (centres undefined)
    0.1% | -0.4% | 4.6%
COc1ccc(-c2csc(C3=C(O)CN(CCCN4CCCC4=O)C3=N)n2)cc1OC
    0.0% | 6.3% | 15.9%
CC(C)COc1ccc(C(=O)Nc2ccc(SC(F)F)cc2)cc1
    -25.5% | 2.7% | -24.7%
Cc1nn(Cc2ccccc2)c(C)c1NS(=O)(=O)c1ccccc1
    -22.6% | 3.0%[56.1 µM] | 8.7%
C=CCn1c(-c2ccccc2)nc(=S)c2c1CCCC2
    23.1µM* | . | ?
COc1cc(OC)c(C(=O)Oc2ccc3c(c2)OCO3)cc1OC
    -9.4% | 5.3% | -20.9%
CCOC(=O)c1c(NC(=O)CCS(=O)(=O)c2ccccc2)sc2c1CC(C)(C)NC2(C)C
    ? | 3.5% | -97.6%
Cc1ccc(C2(C)NC(=O)N(CC(=O)N3CCN(S(=O)(=O)c4cccs4)CC3)C2=O)cc1 (centres undefined)
    -25.8% | 0.9% | -15.9%
O=C(NCc1ccco1)c1cccc(-c2ccc3nncn3c2)c1
    -12.4% | . | -0.6%
CCOCCCNC(=O)c1cccc(OC2CCN(S(C)(=O)=O)CC2)c1
    5.5% | . | 1.0%
Nc1nonc1-c1nc2ccccc2n1CC(=O)Nc1cccc(C(F)(F)F)c1
    13µM* | 0.0% | ?
COc1ccc(NC(=O)COc2ccc(/C=N/NC(=O)c3cccnc3)cc2OC)cc1
    23.1µM* | 2.8% | 18.4µM*
COc1ccc(CC(=O)N(C)Cc2ccc(C(C)(C)C)cc2)cc1S(=O)(=O)N1CCOCC1
    29.1µM* | 6.2% | 20.6µM*
CCC(=O)c1ccc(OCC(=O)N(C)CC(=O)Nc2cccc(F)c2)cc1
    -5.4% | 0.0% | -4.3%
Cc1nn(Cc2nnc(SCC(=O)Nc3ccc(Cl)cc3)n2C)c(C)c1[N+](=O)[O-]
    ? | -2.6% | -14.5%
O=C(CC1NCCNC1=O)Nc1cc(Cl)cc(Cl)c1 (centres undefined)
    -2.5% | 0.0% | -0.6%
Cc1nn(C)c(C)c1NC(=O)/C(C#N)=C\N(C)C
    -2.1% | 4.1% | 26.4%
COC(=O)CN1C(=O)C2(C(C#N)=C(N)Oc3ccccc32)C2=C1CC(C)(C)CC2=O (centres undefined)
    -1.7% | 0.0% | -27.3%
O=C(CCC(=O)N1CCN(S(=O)(=O)c2ccccc2)CC1)NC1CCCc2ccccc21 (centres undefined)
    -23.6% | 4.2% | ?
CC1=Nc2cc(C(=O)NCCCOC(C)C)ccc2Sc2ccc(C)cc21
    4.61µM* | 7.4% | 5.17µM*
N#Cc1ccc(COC(=O)CCc2c[nH]c3ccccc23)cc1
    19.7% | 0.8% | -6.6%
C#CCOCCOCCOCCNc1nc(N2CCN(C(=O)CCCCCCCCCCNC(=O)[C@H](CCC(=O)O)n3cc(CCCCCN)nn3)CC2)nc(N2CCN(C(=O)CCCCCCCCCCNC(=O)[C@@H]([C@H](C)O)n3cc(C)nn3)CC2)n1
    -4.8% | 4.4% | -2.0%
COc1cccc(/C=C/C(=O)Nc2ccccc2N2CCOCC2)c1
    ? | 1.2% | -10.2%
Cc1cccc(C)c1-n1c(C)nn(CC2CC2)c1=O
    -23.2% | 0.0% | 17.2%
CN(C)S(=O)(=O)c1cccc(-c2nn(-c3ccccc3)cc2/C=C(\C#N)c2nc3ccccc3[nH]2)c1
    5.8µM* | 0.0% | 5.17µM*
CCOC(=O)c1c(NC(=O)c2ccccc2C(=O)O)sc2c1CCC2
    -18.7% | . | -2.4%
CC(C)Oc1ccc(C(=O)NC(C)(C)CO)cc1
    -14.9% | -2.3% | -10.2%
CCOC(=O)c1c(C)oc2nc(C)nc(NCc3ccc(OC)cc3OC)c12
    13µM* | -1.1% | ?
O=C(Nc1ccc2c(c1)OCCO2)c1ccoc1
    -33.9% | . | 4.7%
CCN(CC)CCOC(=O)c1cccc(Cl)c1
    -9.6% | 2.9% | 12.4%
CC1Cc2ccccc2N1C(=O)C1CCCN1S(=O)(=O)c1ccc(Cl)cc1 (centres undefined)
    ? | 6.1% | -31.4%
O=C(CCCCCN1C(=O)[C@@H]2Cc3ccccc3CN2C1=O)Nc1cccc(F)c1
    14.6µM* | -0.1% | ?
COc1cc(-c2c(OC)cccc2OC)cc2c1OCCN(C(=O)CCn1nc(C)cc1C)C2
    -16.9% | . | -4.8%[9.04 µM]
CC1(C)C[C@H](O)[C@]2(CO)CC[C@]3(C)C(=CCC4[C@@]5(C)CC[C@H](O)C(C)(C)C5CC[C@]43C)[C@@H]2C1 (some centres undefined)
    ? | . | ?
COc1ccc(Nc2nnc(-n3nc(C)cc3C)c3ccccc23)cc1
    -7.7% | -2.5% | 3.9%
CCOC(=O)/C(C#N)=C(\O)c1ccc(NC(=O)c2ccc([N+](=O)[O-])cc2)cc1
    0.4% | . | -25.7%
C=CCNC(=S)N1CCC(Cc2ccccc2)CC1
    ? | 1.6% | ?
Cc1ccc(N2C(=O)[C@@H]3CSC(c4ccc(F)cc4)N3C2=O)cc1 (some centres undefined)
    -10.6% | -6.4% | -10.9%
COc1cccc(NC(=O)CSc2nc3c(sc4ccccc43)c(=O)n2CCCN2CCCC2)c1
    10.3µM* | 7.6% | ?
Cc1cc(NC(=O)c2ccc(Br)c([N+](=O)[O-])c2)no1
    -7.7% | 0.0% | -13.9%
CC(C)(C)C(=O)N1CCC(O)(CS(=O)(=O)c2ccc(Cl)c(Cl)c2)CC1
    -22.5% | 0.0% | -9.9%
